# Screens from PubChem BioAssay.
# S2 tox: Viability Counterscreen for Primary qHTS for Inhibitors of ATXN expression; Potency, µM (highest dose often 56.7 µM), usual class: cytotoxic; S2 cells (HEK-293 line with an ATXN2-luciferase reporter) viability, CellTiter-Fluor protease fluorescence, 24 h; hit rate 0.49% among 400,000; AID 651635, 2014; further: nearly all actives have a fitted effect of over 40% in size
# TGFb inhibitor: qHTS for Inhibitors of TGF-b. HepG2 CAGA-GFP TGF-b/SMAD3 reporter, GFP fluorescence, 18 h; TGF-beta stimulated, 500 pg/mL final. Potency, µM (top dose mostly 46.1 µM), inactives show at the highest dose activity, negative = inhibition, most hits filed as inhibitors. hit rate 1.2% among 410,000. AID 588855, 2011; further: on the % scale 0 is the no-effect control and ±100 the full control effect; nearly all actives have a fitted effect of over 65% in size
#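 GFP signal (ex488/em500-530) from TGF-beta-stimulated HEPG2 CAGA-GFP cells, 500 pg/mL final, 18 h at 37 degrees C in DMEM plus 1% FBS, normalized to unstimulated and DMSO-stimulated controls.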
# A549 tox: Nrf2 qHTS screen for inhibitors: counterscreen for cytotoxicity; hit rate 0.16% among 390,000; Potency, µM (series often up to 46 µM), for the others: top-dose activity change, negative = cytotoxicity, hits mostly inhibitors; A549 ARE-Fluc cells, CellTiter-Fluor viability, 18-24 h; AID 504648, 2011; further: on the % scale 0 is the no-effect control and ±100 the full control effect
#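 A549 ARE_Fluc cells in 5% FBS OPTI-MEM were exposed to compounds in concentration-response for 18-24 h at 37 deg C. Viability was read by CellTiter-Fluor fluorescence (Ex 405/Em 525) after 30 min, before the luciferase read.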
# Nrf2 inh: Nrf2 qHTS screen for inhibitors. A549 ARE-Fluc reporter, luciferase luminescence, 18-24 h. Potency, µM (top dose mostly 46 µM), for the others: at the highest dose activity change, negative = inhibition, actives largely listed as inhibitors. hit rate 2.1% among 360,000; further: on the % scale 0 is the no-effect control and ±100 the full control effect; nearly all actives have a fitted effect of over 60% in size
#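 Nrf2 function is reported as luminescence of an ARE-controlled luciferase in A549 cells. Compounds were tested at several concentrations, and a CellTiter-Fluor read on the same wells flagged cytotoxicity.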
# MCF10A rereplic: A quantitative high throughput screen for small molecules that induce DNA re-replication in MCF 10a normal breast cells; AID 624296, 2012; hit rate 2.9% among 350,000; MCF 10A DNA re-replication, Hoechst nuclear intensity, 48 h; Potency, µM (doses to about 46.1 µM), for inactives: at the highest dose activity, positive = re-replication, actives largely listed as activators; further: % of control where 0% means no effect; nearly all actives have a fitted effect of over 50% in size
# ATXN2 expr inh: Primary qHTS for Inhibitors of ATXN expression. HEK-293 ATXN2-luciferase reporter, luminescence, 24 h. Potency, µM (doses to about 57 µM), for the others: top-dose activity change, negative = inhibition, most hits filed as inhibitors. hit rate 0.72% among 360,000; further: on the % scale 0 is the no-effect control and ±100 the full control effect; nearly all actives have a fitted effect of over 55% in size
#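 ATXN2-luciferase reporter cells (luciferase flanked by upstream and downstream ATXN2 gene portions) were treated 24 h at 37 °C with compounds at up to 57 uM. SteadyGlo luminescence gave expression; GF-AFC fluorescence gave viability.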
# HepG2 tox: qHTS for Inhibitors of TGF-b: Cytotox Counterscreen | hit rate 0.76% among 410,000 | Potency, µM (doses to about 46.1 µM), without a hit: top-dose activity change, negative = cytotoxicity, most hits filed as cytotoxic | HepG2 CAGA-GFP viability, ATP luminescence, 18 h; further: some results filed as inactive show a strong effect at the top dose
#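 HepG2 CAGA-GFP cells (1000/well, DMEM with 1% FBS) received compound, then TGF-beta at 500 pg/mL final, and were incubated 18 hours at 37 degrees C. Viability was read by CellTiter-Glo luminescence. Media-only wells were set as complete cell-killing and DMSO as no toxicity.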
# Nrf2 ARE act: qHTS of Nrf2 Activators. AREc32 ARE-luciferase reporter (MCF7-derived line), luminescence, 24 h. Potency, µM (titrated, usually from 46.1 µM), for the others: at the highest dose activation, hits mostly activators. hit rate 0.31% among 410,000. AID 624171, 2012; further: % of control where 0% means no effect; nearly all actives have a fitted effect of over 65% in size
#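 Quantitative high-throughput format: AREc32 reporter cells, 1000 per well, received compound by pin transfer and were incubated 24 hr at 37 deg C, 5% CO2, before Steady-Glo luminescence detection.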
# EPAC2 antagonist: qHTS for Antagonist of cAMP-regulated guanine nucleotide exchange factor 2 (EPAC2): primary screen; Rap guanine nucleotide exchange factor 4 (Homo sapiens), Q8WZA2; EPAC2 GEF exchange of Rap1B-BODIPY-GDP, fluorescence; Potency, µM (highest dose often 114 µM), inactives show at the highest dose activity, negative = inhibition, usual class: inhibitors; hit rate 0.18% among 360,000; AID 720708, 2013; further: on the % scale 0 is the no-effect control and ±100 the full control effect; nearly all actives have a fitted effect of over 45% in size; many of its hits are not listed in these tables
# Target sequence (Q8WZA2 whole entry, looked up): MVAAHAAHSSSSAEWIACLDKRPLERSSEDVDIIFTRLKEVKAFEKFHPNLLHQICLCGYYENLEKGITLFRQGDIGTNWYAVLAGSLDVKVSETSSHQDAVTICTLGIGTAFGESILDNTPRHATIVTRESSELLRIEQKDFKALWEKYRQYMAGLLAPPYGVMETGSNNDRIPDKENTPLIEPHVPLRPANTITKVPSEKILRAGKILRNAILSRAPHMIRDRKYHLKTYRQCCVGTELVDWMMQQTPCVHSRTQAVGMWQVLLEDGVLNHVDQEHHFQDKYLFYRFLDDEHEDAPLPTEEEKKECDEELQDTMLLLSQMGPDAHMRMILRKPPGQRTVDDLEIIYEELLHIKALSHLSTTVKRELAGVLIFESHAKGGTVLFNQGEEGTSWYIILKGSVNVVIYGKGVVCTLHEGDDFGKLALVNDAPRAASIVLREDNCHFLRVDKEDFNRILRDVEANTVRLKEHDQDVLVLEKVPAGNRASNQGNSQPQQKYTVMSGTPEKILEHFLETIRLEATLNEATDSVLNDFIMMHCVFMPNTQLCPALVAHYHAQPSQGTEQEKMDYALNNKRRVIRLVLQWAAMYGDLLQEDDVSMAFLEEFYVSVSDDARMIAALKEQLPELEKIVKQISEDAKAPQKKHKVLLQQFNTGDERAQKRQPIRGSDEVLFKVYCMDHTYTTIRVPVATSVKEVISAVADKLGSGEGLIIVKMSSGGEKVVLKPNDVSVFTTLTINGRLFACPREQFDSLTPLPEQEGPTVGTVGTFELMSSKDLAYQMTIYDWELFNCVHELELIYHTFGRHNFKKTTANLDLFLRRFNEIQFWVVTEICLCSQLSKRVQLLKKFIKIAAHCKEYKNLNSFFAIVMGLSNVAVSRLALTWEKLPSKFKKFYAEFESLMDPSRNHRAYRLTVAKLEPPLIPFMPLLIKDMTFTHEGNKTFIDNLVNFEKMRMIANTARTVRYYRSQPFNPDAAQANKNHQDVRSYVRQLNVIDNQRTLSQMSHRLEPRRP
# Numbers without * were called inactive; i = inactive; ? = inconclusive; . = not tested or not shown; & = joins results of further samples; [ ] = another dose, or the depositor's remark. The call rests on the fitted dose curve; in most records, active means well fitted curve in the direction sought with a large enough effect; inconclusive means small, poorly fitted or top-dose-only effect, or another doubt; inactive means no such curve, though single readings can be large; an effect the other way counts as inactive or inconclusive. Potency means the concentration at half of the fitted maximal effect. This is a subset (hit frequency here may not be typical).
SMILES,S2 tox,TGFb inhibitor,A549 tox,Nrf2 inh,MCF10A rereplic,ATXN2 expr inh,HepG2 tox,Nrf2 ARE act,EPAC2 antagonist
COc1ccccc1-c1cc2nc(C)c(CCC(=O)Nc3cc(C)ccc3C)c(C)n2n1,i,0.1%,11.1%,-23.1%,.,-13.3%,-3.8%,-1.2%,.
CCc1ccc(C2CC(c3ccc(Cl)cc3)n3nc(N)nc3N2)cc1 (stereo not drawn),i,10.0%,-2.2%,-6.3%,6.9%,0.2%,-6.0%,-1.2%,-4.9%
O=C(O)c1ccc(-c2ccc(OS(=O)(=O)c3ccccc3F)cc2)cc1,i,8.5%,-8.1%,?,1.5%,27.8%,-22.9%,0.5%,-15.4%
N[C@@H](Cc1ccccc1)c1nnc2sc(SCc3ccccc3)nn12,i,-0.5%,-12.4%,1.9%,15.4%,-0.9%,-6.8%,4.5%,10.3%
Nc1nc2c(c(=O)[nH]1)C(c1ccccc1)C1=C(N2)c2ccccc2C1=O (stereo not drawn),i,-11.2%,-0.4%,0.0%,3.9%,.,-7.8%,?,-19.8%
CN1CCc2c(sc3c2c(NCc2ccco2)nc2nnnn23)C1,i,5.3%,-2.9%,20.9%,0.6%,-8.9%,0.7%,?,-11.6%
CCOC(=O)c1cnc(-c2ccccc2)nc1N,i,27.9%,-1.0%,.,1.1%,68.7%[activator],-15.0%,?,1.9%
O=C(O)CC(NC(=O)c1ccncc1)c1ccccc1 (stereo not drawn),i,-14.1%,-1.7%,-8.6%,-38.3%[inhibitor],5.1%,-17.5%,0.2%,5.5%
CC1C(=O)N2CCCc3cc(NC(=O)COc4ccc(Cl)cc4)cc1c32 (stereo not drawn),i,12.9%,-1.1%,?,0.8%,1.7%,8.4%,4.5%,-15.8%
CC(C)[C@H](NS(=O)(=O)c1ccccc1)C(=O)OCC(=O)Nc1ccccc1Sc1ccccc1,i,0.0%,3.6%,7.8%,9.3%,18.4%,-4.6%,3.6%,-16.5%
Cc1nc(N)c(Cc2ccccc2F)c(N)n1,i,2.6%,0.0%,10.9%,-11.8%,5.9%,1.3%,-0.4%[9.22 µM],2.8%
Cc1cc(C)nc(NS(=O)(=O)c2ccc(N3C(=O)C4CC=C(Cl)CC4C3=O)cc2)n1 (stereo not drawn),i,?,-5.5%,?,-0.4%,-1.9%,-0.2%,-0.9%,9.8%[57.1 µM]
COc1cccc(NC(=O)NC2CCCCC2C)c1 (stereo not drawn),i,-0.9%,6.7%,20.0%,-4.5%,16.0%,-5.7%,0.0%,-24.1%
CCOC(=O)CC1=C(C(=O)OCC)C(c2ccncc2)C(C#N)=C(N)O1 (stereo not drawn),i,0.1%,-5.5%,-14.6%,1.2%,-10.0%,5.9%,15.3%,-1.1%
COc1ccc(CCNC(=O)CN2CCN(c3ccccc3Cl)CC2)cc1,i,?,5.5%,1.4%,1.4%,-6.4%,-33.8%,0.3%,-1.7%
COC(=O)c1sccc1S(=O)(=O)N(CC(=O)Nc1cc(C)cc(C)c1)c1ccc(Cl)cc1,i,?,-2.4%,?,.,12.7%,-31.5%,6.5%,.
Cc1nnc(SCC(=O)NCc2ccc(N(C)C)cc2)c2nn(-c3ccccc3)c(C)c12,i,?,4.6%,-7.3%,.,-35.9%,-0.1%,13.2%,.
CCC1(c2ccccc2)NC(=O)N(CC(=O)Nc2ccc3c(c2)CCC3)C1=O (stereo not drawn),i,-23.2%,.,.,.,.,-14.9%,4.8%,-24.4%
Cc1cccc(Cn2c(N3CCN(C)CC3)nc3c2c(=O)[nH]c(=O)n3C)c1,i,-7.0%,-0.1%,-2.0%,-1.1%,8.9%,18.5%,0.0%,4.8%
Fc1ccc(-c2nn(-c3ccccc3Cl)c3c2cnc2ccccc23)cc1,i,6.4%,-3.3%,.,.,-3.3%,0.6%,3.3%,.
CC(=O)c1c(C)[nH]c(C(=O)OCC(=O)Nc2ccc(C)cc2[N+](=O)[O-])c1C,i,-10.2%,-17.2%,5.8µM*,8.7%,-35.7%,-7.7%,8.3%,-13.6%
Nc1nnc(N)c2ccccc12,i,8.5%,-2.6%,5.6%,?,27.7%,6.0%,0.6%,1.2%
Cc1ccc(C(=O)Cn2cncn2)cc1,i,5.6%,1.3%,-0.6%,10.5%,-1.5%,4.8%,-1.0%,12.7%
CC(C(=O)Nc1ccc(S(=O)(=O)N2CCCC2)cc1)N1CCc2ccccc2C1 (stereo not drawn),i,-23.9%,12.1%,-29.0%,8.8%,.,-20.7%,0.2%,-1.5%
COc1ccc(-n2c(SCC(=O)Nc3ccccc3OC)nc(O)c(Cc3ccccc3)c2=O)cc1,i,-1.7%,2.3%,-8.8%,17.1%,15.4%,-2.4%,-0.5%,-5.1%
SMILES,S2 tox,TGFb inhibitor,A549 tox,Nrf2 inh,MCF10A rereplic,ATXN2 expr inh,HepG2 tox,Nrf2 ARE act,EPAC2 antagonist
CCOC(=O)c1c(S(=O)(=O)NCC(=O)N2CCN(c3ccccc3OC)CC2)c(C)n(C)c1C,i,1.3%&-26.2%,-3.9%&2.7%,-3.0%,-3.0%,-12.6%,8.4%&-59.0%,-0.2%&0.5%,1.8%
CC(=O)N(C)c1ccc(OCC(O)CN(Cc2ccco2)S(=O)(=O)c2ccc(C)cc2)cc1 (stereo not drawn),i,2.1%,-5.1%,?,-0.4%,1.9%,-29.4%,5.9%,-3.8%
COc1cc(Cl)c(C)cc1NC(=O)CCN1C(=O)NC(C)(C)C1=O,i,3.4%,1.4%,4.3%,20.9%,0.0%,-8.9%,0.5%,2.8%
O=C(COC(=O)CCc1nc2ccccc2c(=O)[nH]1)Nc1ccccc1Cl,i,?,4.1%,7.9%,2.0%,3.7%,-53.4%,-1.0%,2.4%
CCOC(=O)c1ccc(Oc2nc(N(C)C)nc(N3CCOCC3)n2)cc1,i,-6.0%,7.7%,-25.6%,11.9%,.,-2.7%,0.3%,-17.2%[57.1 µM]
Cc1ccc(C(=O)NCC(=O)NCC(=O)OCc2ccc(Oc3ccc([N+](=O)[O-])cc3)cc2)cc1,i,3.3%,-9.4%,-19.5%,-2.5%,-9.4%,4.6%,-0.5%,-5.4%
Cc1cc(C)c(S(=O)(=O)c2ccccc2C)c(Oc2ccccc2)n1,?,?,1.8%,-1.9%,8.9%,-7.1%,-14.1%,0.4%,-1.7%
CN(C)Cc1c(C(=O)N/N=C/c2ccc(OCc3c(F)cccc3Cl)cc2)nnn1-c1nonc1N,i,3.9%,-7.8%,?,27.2%,-9.1%,-9.9%,0.2%,1.7%
Cc1ccccc1C(=O)N1CCC(C(=O)NC2CCCCCC2)CC1,i,1.9%,-1.6%,-3.1%,-3.5%,5.9%,5.0%,3.1%,12.6%
CCN(CC)C(=O)C1=C(C)NC(=S)NC1c1ccc(C)s1 (stereo not drawn),i,1.3%,-0.7%,14.2%,?,-2.0%,-1.6%,2.4%,2.1%
O=c1c2ccccc2oc2c1ccc1ccccc12,i,-33.7%,9.0%,?,-19.0%,51.0%[activator],-12.8%,?,-0.4%
COc1ccc(C(=O)O/N=C(\N)c2ccncc2)cc1OC,i,-4.8%,4.4%,9.4%,0.5%,16.1%,6.0%,3.1%,13.5%
C[C@@H]1CN([C@H](C)CO)C(=O)CCCn2nncc2CO[C@@H]1CN(C)C(=O)C1CCCCC1,i,0.1%,.,.,.,5.7%,2.2%,-0.2%,4.8%
O=C1CSC2(C(=O)N(Cc3ccccc3)c3ccccc32)N1c1cccc(F)c1 (stereo not drawn),?,-24.9%,-6.8%,?,.,-26.7%,-25.4%,1.3%,.
Cc1ccccc1CNC(=O)Nc1ccc(Cl)cc1,i,1.2%,7.5%,14.7%,-12.9%,29.9%,-3.5%,1.5%[9.22 µM],8.2%
COc1ccc(CCN(C)c2ccc(S(=O)(=O)N3CCCC3)cc2[N+](=O)[O-])cc1OC,i,0.0%,-19.9%,?,?,-23.5%,10.4%,3.9%,-16.4%
CCn1c(=O)cc(SCC(=O)N2CCOCC2)c2ccccc21,i,39.8%[activator],-2.2%,-5.8%,-2.5%,17.2%,0.0%,2.8%,13.4%
COc1cccc(CNC(=O)CCC2CCCN(C(=O)CCC(F)(F)F)C2)c1 (stereo not drawn),i,1.0%,0.5%,5.9%,14.4%,4.0%,-23.8%,0.4%,3.3%
CC1CCN(S(=O)(=O)c2ccc3c(c2)N(CC(=O)NCCN(C)C)C(=O)CS3)CC1,?,4.9%,3.4%,11.5%,.,14.1%,5.0%,-0.9%,.
O=S(=O)(c1cc(Cl)ccc1Cl)N1CCN(c2ccccn2)CC1,.,-2.1%,-0.7%,-21.9%,3.5%,2.8%,-6.8%,-0.7%,0.4%
O=C(CN1C2=NCCCN2c2ccccc21)c1ccc2c(c1)OCO2,i,-6.2%,-16.8%,-12.3%,?,-3.1%,2.5%,0.1%,7.8%
CC(=O)c1ccc(-c2cnc3c(NC=O)cc(-c4cccc(NS(C)(=O)=O)c4)cn23)cc1,?,7.08µM*,.,.,.,-15.0%,44.6%,-1.5%,2.5%

# Pulled by compound from the list above:
SMILES,S2 tox,TGFb inhibitor,A549 tox,Nrf2 inh,MCF10A rereplic,ATXN2 expr inh,HepG2 tox,Nrf2 ARE act,EPAC2 antagonist
O=C(CN1C2=NCCCN2c2ccccc21)c1ccc2c(c1)OCO2,i,-6.2%,-16.8%,-12.3%,?,-3.1%,2.5%,0.1%,7.8%
O=C1CSC2(C(=O)N(Cc3ccccc3)c3ccccc32)N1c1cccc(F)c1 (stereo not drawn),?,-24.9%,-6.8%,?,.,-26.7%,-25.4%,1.3%,.
CCOC(=O)c1ccc(Oc2nc(N(C)C)nc(N3CCOCC3)n2)cc1,i,-6.0%,7.7%,-25.6%,11.9%,.,-2.7%,0.3%,-17.2%[57.1 µM]
CC(=O)c1ccc(-c2cnc3c(NC=O)cc(-c4cccc(NS(C)(=O)=O)c4)cn23)cc1,?,7.08µM*,.,.,.,-15.0%,44.6%,-1.5%,2.5%
CCn1c(=O)cc(SCC(=O)N2CCOCC2)c2ccccc21,i,39.8%[activator],-2.2%,-5.8%,-2.5%,17.2%,0.0%,2.8%,13.4%
